Compound activity as filed in PubChem.
HEK293 tox: cytotoxic in the GLP-1 receptor inverse agonist counter-screen | Potency, µM (series often up to 38.3 µM), inactives show top-dose activity change, negative = inhibition, actives largely listed as inhibitors | actives 0.13% (n = 410,000) | HEK293 cAMP-luciferase reporter cells, luminescence, 24 h;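 further: loss of luciferase light is scored as toxicity; on the % scale 0 is the no-effect control and ±100 the full control effect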
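Compound-treated cells are incubated 24 hr at 37 deg C under 5% CO2 after a 12 hour attachment period, then luciferase detection reagent is added and luminescence is measured following 12 min at room temperature; lowered signal indicates toxicity.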
KB-V1 cytotox: kills drug-selected multidrug resistant KB-V1 cells. KB-V1 MDR cells viability, CellTiter-Glo, 72 h. Potency, µM (doses to about 46.1 µM), without a hit: top-dose activity change, negative = cytotoxicity, usual class: cytotoxic. actives 3.4% (n = 400,000). AID 1347076; further: on the % scale 0 is the no-effect control and ±100 the full control effect; nearly all actives have a fitted effect of over 60% in size
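In this primary screen, KB-V1 cells overexpressing P-gp are incubated with library compounds (lowest to highest concentration) for 72 h at 37 degrees C before a luminescent ATP viability read.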
HT1080NT lethal: kills 2HG-producing HT-1080-NT fibrosarcoma cells | actives 1.6% (n = 360,000) | HT-1080-NT fibrosarcoma viability, CellTiter-Glo ATP luminescence, 48 h | Potency, µM (top dose mostly 46.1 µM), inactives show at the top dose activity, negative = less viability, hits mostly cytotoxic | AID 686970;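 further: NT is the 2HG producing partner of a matched IDH1 knockdown line; 0% = DMSO-treated cells and -100% = media-only wells without cells; nearly all actives have a fitted effect of over 55% in size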
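Viability by CellTiter-Glo luminescence after 48 h compound exposure at 37C of HT-1080-NT cells (750/well, RPMI, 5% FBS). % activity scaled between DMSO wells and medium-only wells, then curve-fitted and categorized by curve class.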
KB-3-1 tox: kills parental KB-3-1 adenocarcinoma cells. KB-3-1 viability, CellTiter-Glo ATP luminescence, 72 h. Potency, µM (top dose mostly 46.1 µM), inactives show at the highest dose activity change, negative = cytotoxic, hits mostly cytotoxic. actives 1.4% (n = 400,000); further: on the % scale 0 is the no-effect control and ±100 the full control effect; nearly all actives have a fitted effect of over 60% in size
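Cells are dispensed, compounds pinned in, plates held at 37 °C for 72 h, then CellTiter-Glo is added and luminescence read after 10 minutes. Cell line: parental KB-3-1 in phenol-red-free DMEM, 10% FBS.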
HT1080 IDH1KD tx: kills HT-1080 cells with IDH1 knockdown; HT-1080 IDH1 knockdown viability, ATP luminescence, 48 h; AID 686971; Potency, µM (titrated, usually from 46.1 µM), for inactives: at the top dose activity, negative = toxicity, actives largely listed as cytotoxic; actives 2% (n = 360,000);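 further: 0% = DMSO wells and -100% = cell-free medium wells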
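IDH1KD HT-1080 cells, 750/well, RPMI + 5% FBS; compound pinned after 2 h settling; 48 h, 37 °C; CellTiter-Glo luminescence; % activity normalised to DMSO and no-cell wells; curves fitted, classed by r2 and efficacy.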
SW480 rereplic: inducers of DNA re-replication in SW480 colon cancer cells. Potency, µM (titrated, usually from 46.1 µM), for the others: top-dose re-replication activation, usual class: activators. actives 1.8% (n = 340,000). SW480 DNA re-replication, Hoechst DNA content imaging, 48 h; further: % of control where 0% means no effect; nearly all actives have a fitted effect of over 55% in size
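Image-based DNA-content assay: after two days of treatment, nuclei were labelled with the DNA dye Hoechst and imaged, and hits were compounds raising the count of nuclei showing high fluorescence intensity.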
GLP1R ag: activates the human GLP-1 receptor. P43220. Potency, µM (series often up to 45.6 µM), inactives show at the top dose activation, actives largely listed as activators. actives 0.007% (n = 380,000). HEK293 GLP-1R CRE-luciferase, luminescence, 4-6 h; cells express a hypersensitive GLP-1R form; further: % of control where 0% means no effect
Target sequence (P43220 whole entry, looked up): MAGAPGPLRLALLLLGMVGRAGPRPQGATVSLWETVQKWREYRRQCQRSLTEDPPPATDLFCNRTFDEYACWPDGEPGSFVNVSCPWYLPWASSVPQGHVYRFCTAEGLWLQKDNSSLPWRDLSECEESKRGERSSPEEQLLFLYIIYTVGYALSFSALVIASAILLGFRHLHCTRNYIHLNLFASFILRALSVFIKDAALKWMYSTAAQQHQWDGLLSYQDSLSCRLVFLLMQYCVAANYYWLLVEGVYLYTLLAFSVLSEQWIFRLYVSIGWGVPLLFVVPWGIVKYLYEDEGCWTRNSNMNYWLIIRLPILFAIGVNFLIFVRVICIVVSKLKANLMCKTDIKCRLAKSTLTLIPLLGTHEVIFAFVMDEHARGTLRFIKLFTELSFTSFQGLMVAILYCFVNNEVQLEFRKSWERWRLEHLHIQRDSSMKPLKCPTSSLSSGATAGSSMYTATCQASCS
GLP-1R inv ag: GLP-1 receptor (human) inverse agonism | P43220 | HEK293 GLP-1R CRE-luciferase, luminescence, 24 h; GLP-1R form is constitutively active | Potency, µM (highest dose often 38.3 µM), for the others: top-dose activity change, negative = inhibition, actives largely listed as inhibitors | actives 1.6% (n = 410,000) | AID 624417; further: on the % scale 0 is the no-effect control and ±100 the full control effect; nearly all actives have a fitted effect of over 55% in size
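Seeding at 200 cells/uL, 12 h culture, 24 hr compound treatment, then luciferase reagent and a luminescence read; cells are HEK293 stably expressing a constitutively active GLP-1R plus cAMP-responsive luciferase.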
TDP-43 yeast inh: rescues yeast growth from TDP-43 toxicity. TDP-43 expressing yeast growth rescue, BacTiter-Glo, 24 h. Potency, µM (doses to about 46.1 µM), without a hit: at the top dose growth rescue (activation), actives largely listed as activators. actives 1.8% (n = 410,000); further: % of control where 0% means no effect; nearly all actives have a fitted effect of over 50% in size
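Yeast cells expressing TDP-43 under galactose induction are exposed to compounds for 24 hr at 30 deg C. BacTiter-Glo luminescence measures growth, so protective compounds score as activators.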
* = called active by the depositor; u = inconclusive; x = not tested or not shown; & = joins results of further samples; [ ] = another dose, or the depositor's remark. The call rests on the fitted dose curve; in most records, active means well fitted curve in the direction sought with a large enough effect; inconclusive means small, poorly fitted or top-dose-only effect, or another doubt; inactive means no such curve, though single readings can be large; an effect the other way counts as inactive or inconclusive. Potency means the concentration at half of the fitted maximal effect.

SMILES	HEK293 tox	KB-V1 cytotox	HT1080NT lethal	KB-3-1 tox	HT1080 IDH1KD tx	SW480 rereplic	GLP1R ag	GLP-1R inv ag	TDP-43 yeast inh
Cc1ccc(NS(=O)(=O)c2coc(C(N)=O)c2)cc1F	2%	u	22%	6%	-3%	-1%	5%	8%	8%
O=C(OCC(=O)N1CCN(C(=O)c2ccco2)CC1)c1c(Cl)cccc1Cl	17%	x	18%	x	-1%	-4%	3%	15%	7%
Cc1ccc(S(=O)(=O)N(CC(=O)NCc2ccco2)C2CCCCC2)cc1	4%	-14%	4%	2%	-16%	1%	-4%	0%	-10%
CCc1ccc(C2c3c(-c4ccccc4)n[nH]c3C(=O)N2c2ccc(C(=O)O)cc2)cc1 (stereo not given)	-13%	15%	x	3%	x	x	0%	2%	28%
O=C(OCC(=O)N1CCCC1)c1cc(F)c(F)cc1Cl	6%	7%	23%	1%	20%	-4%	0%	29%	0%
Cc1cc(C)cc(N(CC(=O)Nc2c(C)cc(C)cc2C)S(=O)(=O)c2c(C)nn(C)c2C)c1	-10%	-5%	x	3%	x	x	x	u	12%
COc1cc(C)c(C(C)C)cc1S(=O)(=O)N1CCN(C)CC1	0%	-7%	-2%	11%	3%	-6%	0%	2%	24%
O=C(Nc1cc(F)c(Br)cc1F)c1ccc(Cl)cc1	-5%	u	u	0%	3%	-9%	14%	17%	-8%
COc1ccc(CCNC(=O)Cn2c(=O)[nH]c3ccsc3c2=O)cc1OC	5%	-3%	0%	20%	-5%	18%	1%	10%	1%
Cn1cc(C(=O)C(=O)NCCc2ccccc2)c2ccccc21	u	6%	6%	4%	6%	-2%	13%	u	26%
O=C(c1oc(=O)c2ccccc2c1-c1ccccc1)N1CCC(O)CC1	7%	0%	-2%	-19%	-1%	5%	5%	5%	5%
COc1ccccc1S(=O)(=O)Cc1ccc(C(=O)NCc2cccs2)o1	-9%	11%	7%	21%	3%	-11%	-6%	1%	6%
O=c1[nH]ncc(N/N=C\c2ccc(O)cc2O)c1Cl	-30%	u	-5%	-15%	-11%	2%	u	97%[activator]	-13%[0.397 µM]
Cc1ccc(-n2nc3c(N4CCC(C(=O)N5CCN(C)CC5)CC4)nnc(C)c3c2C)cc1	u	u	-25%	-6%	-24%	6%	2%	u	6%
CCc1ccc(Nc2nnc(SCC(=O)c3c(N)n(C4CC4)c(=O)[nH]c3=O)s2)cc1	-21%	0%	6%[9.24 µM]	-18%	-21%	-37%[inhibitor]	-2%	-13%	18%
CCC(C)NC(=S)N1CCN(Cc2ccccc2)CC1 (stereo not given)	-13%	-4%	15%	7%	3%	-6%	0%	-23%	-17%
Clc1ncccc1-c1nnn(-c2ccccc2Br)n1	5%	-6%	-1%	0%	-4%	-6%	u	u	26%
COc1ccc(/C=C2/C(=O)N=C(N)N2C)cc1OC	36%	2%	-2%	8%	6%	-6%	3%	37%[activator]	12%
O=C(NCc1ccc(C(F)(F)F)cc1)c1ccc(-c2ccc(F)c(F)c2)c2ccoc12	2%	6%	23%	0%	17%	x	0%	u	-3%
COc1ccc(C(=O)NCCS(=O)(=O)NCc2ccco2)cc1	5%	25%	8%	-2%	11%	27%	-5%	2%	-9%
CC1=NN(c2ccc(Br)cc2)C(=O)/C1=C/c1cccs1	-3%	4%	u	-3%	u	u	-14%	-27%	-2%
Cc1ccc(CNS(=O)(=O)c2ccc3c(c2)CCN3C(=O)CCCC(=O)O)cc1	12%	-2%	6%	8%	3%	-1%	1%	23%	18%
C(=C\c1ccccc1)/C=N/Nc1nc2ccccc2[nH]1	u	0%	u	15µM*	u	u	14%	-1%	17%
Fc1cccc(Nc2nc3ccccc3n3nnnc23)c1	3%	-4%	-4%	-7%	-2%	14%	6%	20%	10%
COc1ccc(NS(=O)(=O)c2cc(NC(=O)C3CCCCC3)ccc2N2CCOCC2)cc1	-2%	-23%	-17%	9%	-12%	17%	5%	-18%	6%

Some of these compounds in order of their number in SW480 rereplic, lowest first:
structure,SW480 rereplic,GLP1R ag
O=C(Nc1cc(F)c(Br)cc1F)c1ccc(Cl)cc1,-9%,14%
COc1cc(C)c(C(C)C)cc1S(=O)(=O)N1CCN(C)CC1,-6%,0%
Cc1ccc(NS(=O)(=O)c2coc(C(N)=O)c2)cc1F,-1%,5%
COc1ccc(CCNC(=O)Cn2c(=O)[nH]c3ccsc3c2=O)cc1OC,18%,1%

Additional results follow.
SMILES	HEK293 tox	KB-V1 cytotox	HT1080NT lethal	KB-3-1 tox	HT1080 IDH1KD tx	SW480 rereplic	GLP1R ag	GLP-1R inv ag	TDP-43 yeast inh
CC(OC(=O)/C=C/c1cccc(C(F)(F)F)c1)C(=O)NC1CCCCC1C (stereo not given)	3%	26%	-1%	2%	5%	u	1%	-1%	-3%
O=C1C2CC=C(Cl)CC2C(=O)N1CCN1CCOCC1 (stereo not given)	-6%	u	14%	4%	11%	-5%	-10%	-3%	2%
O=C(c1cc(-c2ccc(Br)cc2)n[nH]1)N1CCN(S(=O)(=O)c2ccc(Br)cc2)CC1	-4%	-5%	x	-7%	x	x	x	33%	19%
Cc1cccc(NC(=O)C2CCCN(S(=O)(=O)c3cccc4nsnc34)C2)c1 (stereo not given)	-4%	0%	0%	-7%	-19%	u	-1%	0%	-8%
CN(C)c1ccc(CNc2nc(-c3ccccc3)nn2S(C)(=O)=O)cc1	5%	5%	0%	-12%	-5%	11%	30%	u	-6%
CC(C)C[C@H]1CNC(=O)C(=O)N1C[C@@H]1CCCN1C[C@H](Cc1ccc(O)cc1)N1C[C@H](Cc2ccccc2)N(CC2CCCCCC2)C(=O)C1=O	0%	-6%	u	u	u	x	0%	u	8%
O=C(COc1ccccc1)Nc1cccc(-c2nn[nH]n2)c1	-6%	19%	27%	5%	20%	2%	-3%	43%[activator]	9%
CCOC(=O)CSc1nc(N)c(C#N)c(-c2ccc(OC)cc2)c1C#N	-14%	13%	-9%	9%	-2%	-3%[9.22 µM]	11%	5%	-2%
O=C(NNC(=O)c1oc2ccccc2c1-n1cccc1)c1ccco1	-1%	-23%	-3%	5%	-4%	-1%	0%	-4%	3%
Cc1ccccc1C(=O)N1CCC(C(=O)OCC(=O)Nc2cccc([N+](=O)[O-])c2C)CC1	10%	-13%	12%	-2%	4%	-6%	-5%	14%	-9%
O=C(O)C1(c2ccccc2)CCN(S(=O)(=O)c2ccc(Cl)cc2)CC1	-6%	12%	2%	-7%	5%	-3%	-11%	5%	15%
CCOC(=O)NC(=O)CSc1nnc(SCCC(=O)O)s1	3%	-2%	14%	0%	14%	x	7%	11%	-8%
CSCCC(NC(N)=O)C(=O)Nc1ccc2ccccc2c1 (stereo not given)	17%	22%	-5%	5%	0%	-6%	7%	13%	-6%[9.22 µM]
CN(C)CCNC(=O)c1ccccc1-c1cc2ccccc2c(=O)o1	-1%	3%	2%	7%	9%	-4%	18%	-4%	-2%
CCOc1ccc(CN(C)C(=O)c2ccc3c(c2)NC(=O)C(C)S3)cc1OC (stereo not given)	4%	u	0%	u	-2%	-4%	10%	62%[activator]	12%
O=C(NC1CCCCC1)c1cc(S(=O)(=O)N2CCN(c3ccccc3)CC2)ccc1Cl	-7%	-7%	u	-8%	-1%	3%	5%	-15%	-14%
CNC(=O)c1cc(C(=O)c2ccccc2C(F)(F)F)c[nH]1	-9%	-6%	0%	-5%	0%	-3%	7%	11%	-6%
CN1C(=O)/C(=C/c2ccccc2OCc2ccccc2)NC1=S	-4%	10%	27%	22%	19%	3%	3%	u	u
O=C(CCn1c(=O)c2cccn2c2cccnc21)NCCCN1CCN(c2ccc(F)cc2)CC1	0%	-24%	-10%	-1%	-9%	x	-5%	-23%	12%
COC(=O)C1=C(C)N(Cc2ccccc2)C(=NCCc2ccccn2)N[C@H]1c1cccc(C(F)(F)F)c1	u	-20%&-18%	-22%	u	-11%	2%	5%	u	-11%
CCOC(=O)N/N=C(\C)c1cccs1	0%[7.66 µM]	0%	6%	-1%	7%	0%	5%	1%[7.66 µM]	12%[9.22 µM]
COc1cc(C2NC(=S)NC(C)=C2C(=O)Nc2ccc(C)cc2)ccc1O (stereo not given)	-23%	0%	9%	2%	1%	0%	-3%	-7%	-4%
CCN1CCN(c2c(Cl)cccc2NC(=O)c2ccc3c(c2)OCCO3)CC1	9%	u	1%	0%	0%	-2%	8%	-1%	17%
COc1ccc(C(=O)N/C(=C\c2cn(S(=O)(=O)N(C)C)c3ccccc23)C(=O)NCCCn2ccnc2)cc1	-8%&19%	u	0%	7%&-4%	-2%	7%	1%&-1%	19%&32%	2%&-20%
COC(=O)c1ccc(C(=O)OC)c(NC(=O)C(C)(C)C)c1	25%	-25%	22%	2%	u	-2%	1%	17%	-1%
CC1=C(C(=O)Nc2ccc(C)cc2C)C(c2ccccc2)n2ncc(C(=O)Nc3ccccc3)c2N1 (stereo not given)	-8%	5%	x	-1%	x	x	x	u	11%
CCOc1ccc(/C=N/n2cc(-c3ccccc3)[nH]c2=S)cc1	5%	11%	-13%	-11%	-14%	12%	-10%	u	16%
O=C(Nc1ccc2c(c1)OCCO2)c1oc2ccccc2c1NC(=O)C1CC1	0%[0.307 µM]	-23%	-9%	-3%	-11%	-1%	0%	-13%[0.307 µM]	-15%
NS(=O)(=O)c1cccc(NC(=O)CNC(=O)CC23CC4CC(CC(C4)C2)C3)c1	-1%[0.307 µM]	0%	-1%	0%	-24%	1%	-6%	-8%[0.307 µM]	-12%
Cc1cccnc1NC(=O)c1sc2ccccc2c1Cl	4%	0%	-2%	-1%	0%	7%	11%	22%	-4%

For convenience, part of the list above:
SMILES	HEK293 tox	KB-V1 cytotox	HT1080NT lethal	KB-3-1 tox	HT1080 IDH1KD tx	SW480 rereplic	GLP1R ag	GLP-1R inv ag	TDP-43 yeast inh
O=C(CCn1c(=O)c2cccn2c2cccnc21)NCCCN1CCN(c2ccc(F)cc2)CC1	0%	-24%	-10%	-1%	-9%	x	-5%	-23%	12%
COC(=O)C1=C(C)N(Cc2ccccc2)C(=NCCc2ccccn2)N[C@H]1c1cccc(C(F)(F)F)c1	u	-20%&-18%	-22%	u	-11%	2%	5%	u	-11%
